ERG-DNA inh = inhibitors of human ERG Ets domain-DNA interaction | P11308 | fluorescence polarization, His-ERG Ets domain / labelled DNA | Potency, µM (doses to about 76.9 µM), inactives show at the highest dose FP activity, negative = inhibition, hits mostly inhibitors | hit rate 0.028% among 370,000 | AID 624246; active = well fitted inhibition curve with a large enough effect in the polarisation, with a control signal flat; inconclusive = small, poorly fitted or top-dose-only effect, or effect the other way, or a change in a side signal; inactive = no such curve, though single readings can be large or run the other way; the % refers to the polarisation;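 also: polarization taken with two DNA probes labelled with fluorescein and Texas red; potency is read from the fitted curve at half-maximal effect; % of control where 0% means no effect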
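His-tagged ERG Ets domain (1 uM in the protein solution; 300mM KCl, 50mM Tris-HCl, 1mM EDTA, 1mM DTT, pH 7.5) received compound, then a probe mix of 5 nM fluorescein-DNA and 100nM Texas-615-DNA. Fluorescence polarization was read for both dyes.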
Pin1 inh = human Pin1 inhibition. hit rate 0.009% among 390,000. Potency, µM (doses to about 115 µM), for inactives: at the highest dose activity, negative = inhibition, usual class: inhibitors. Pin1 FP peptide displacement, HiFluor488, 10 min. Q13526. AID 504891; active = well fitted inhibition curve with a large enough effect in the polarisation, with a control signal flat, not every such curve was filed as active; inconclusive = small, poorly fitted or top-dose-only effect, or effect the other way, or a change in a side signal; inactive = no such curve, though single readings can be large or run the other way; the % refers to the polarisation; also: potency is read from the fitted curve at half-maximal effect; % is scaled to controls: 0 for no effect and ±100 for the full control effect
Target sequence (Q13526 whole entry, looked up): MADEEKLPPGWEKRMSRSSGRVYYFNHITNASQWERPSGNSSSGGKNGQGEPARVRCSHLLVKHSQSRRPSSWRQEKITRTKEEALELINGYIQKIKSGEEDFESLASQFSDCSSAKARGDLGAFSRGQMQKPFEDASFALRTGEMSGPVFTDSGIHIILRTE
G9a inh = G9a (human) methyltransferase inhibition; Q96KQ7; G9a H3K9 monomethylation, AlphaScreen, 2 h; Potency, µM (top dose mostly 102 µM), for the others: top-dose activity, negative = inhibition, most hits filed as inhibitors; hit rate 8.8% among 350,000; also: potency is read from the fitted curve at half-maximal effect; % is scaled to controls: 0 for no effect and ±100 for the full control effect; nearly all actives have a fitted effect of over 75% in size
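Enzyme 20 nM + cpd, 15 min RT; add b-H3K9 pep 500 nM / SAM 20 uM; 2 h RT; anti-H3K9me1 Ab 0.5 ug/mL + SA donor / anti-rabbit acceptor beads 20 ug/mL each, 10 min; AlphaScreen read.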
PGK inhibitor = inhibitors of T. brucei phosphoglycerate kinase; P07378; PGK/GAPDH coupled, Kinase-Glo luminescence, 60 min; Potency, µM (titrated, usually from 57.5 µM), for the others: at the highest dose activity change, negative = inhibition, most hits filed as inhibitors; hit rate 0.043% among 380,000; AID 602233; also: potency is read from the fitted curve at half-maximal effect; % is scaled to controls: 0 for no effect and ±100 for the full control effect; nearly all actives have a fitted effect of over 60% in size
Target sequence (P07378 whole entry, looked up): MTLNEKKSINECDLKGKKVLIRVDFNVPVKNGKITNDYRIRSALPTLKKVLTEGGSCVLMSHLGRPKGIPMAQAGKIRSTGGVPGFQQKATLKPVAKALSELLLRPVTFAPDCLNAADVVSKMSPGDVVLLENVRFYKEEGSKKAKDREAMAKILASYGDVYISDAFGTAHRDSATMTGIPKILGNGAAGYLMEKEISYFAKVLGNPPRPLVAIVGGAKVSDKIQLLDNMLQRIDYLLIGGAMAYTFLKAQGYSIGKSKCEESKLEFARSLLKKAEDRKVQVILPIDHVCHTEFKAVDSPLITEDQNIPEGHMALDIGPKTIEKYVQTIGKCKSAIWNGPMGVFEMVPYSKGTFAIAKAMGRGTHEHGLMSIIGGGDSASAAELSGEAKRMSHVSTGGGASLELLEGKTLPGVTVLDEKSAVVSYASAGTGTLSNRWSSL
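Luminescent ATP detection (Kinase-Glo Plus) follows a 60-minute room-temperature incubation, with wells lacking PGK as controls. Buffer: 100 mM TEA (pH 7.6), 5 mM MgCl2, 0.01% Tween-20. Coupling enzyme GAPDH (100 nM final) supplies unstable 1,3-BPG in-well.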
HP1b chromo inh = blocks HP1-beta chromodomain binding to methylated histone tails. hit rate 0.56% among 390,000. AlphaScreen HP1-beta / biotin-H3K9me3 peptide binding. P83916. AID 540317. Potency, µM (highest dose often 114 µM), without a hit: at the top dose activity change, negative = inhibition, most hits filed as inhibitors; also: potency is read from the fitted curve at half-maximal effect; nearly all actives have a fitted effect of over 70% in size; inactives centre near 23
Target sequence (P83916 whole entry, looked up): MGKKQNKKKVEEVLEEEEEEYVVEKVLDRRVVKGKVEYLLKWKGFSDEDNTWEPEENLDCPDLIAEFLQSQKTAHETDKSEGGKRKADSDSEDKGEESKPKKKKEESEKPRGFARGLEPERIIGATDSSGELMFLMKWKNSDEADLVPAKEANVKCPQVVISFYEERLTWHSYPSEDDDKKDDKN
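Compound inhibition of the preformed complex between 50 nM HP1-beta and 50 nM biotinylated H3K9me3 peptide was read by AlphaScreen. Buffer was PBS pH 7.4 with 0.01% Tween-20. Incubations ran 30 min at room temperature, with 10 ug/mL donor/acceptor beads.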
BAZ2B block = blocks human BAZ2B; hit rate 4.4% among 360,000; Q9UIF8; Potency, µM (doses to about 114 µM), for the others: top-dose activity change, negative = inhibition, most hits filed as inhibitors; AlphaScreen BAZ2B-H3K14Ac peptide displacement; AID 504333; also: potency is read from the fitted curve at half-maximal effect; % is scaled to controls: 0 for no effect and ±100 for the full control effect; nearly all actives have a fitted effect of over 60% in size
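BAZ2B 50 nM plus b-H3(5-23)K14Ac 50 nM, PBS pH 7.4/0.01% Tween-20, 30 min RT; compound added (max 110 uM), 30 min RT; streptavidin donor/Ni-chelate acceptor beads 10 ug/mL final, 20 min dark; AlphaScreen read.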
JMJD2A Tudor inh = inhibitors of human JMJD2A Tudor domain | AlphaScreen JMJD2A-Tudor / H3K4me3 peptide binding | Potency, µM (highest dose often 114 µM), for inactives: top-dose activity change, negative = inhibition, actives largely listed as inhibitors | hit rate 4.4% among 390,000; also: potency is read from the fitted curve at half-maximal effect; % is scaled to controls: 0 for no effect and ±100 for the full control effect; nearly all actives have a fitted effect of over 50% in size
GLS inh = glutaminase GLS (human) inhibition; hit rate 0.21% among 410,000; GLS enzymatic activity, qHTS titration; Potency, µM (highest dose often 45.5 µM), without a hit: at the top dose activity change, negative = inhibition, most hits filed as inhibitors; AID 624170; O94925; also: potency is read from the fitted curve at half-maximal effect; % is scaled to controls: 0 for no effect and ±100 for the full control effect
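Enzyme dispensed in phosphate buffer (45 mM, pH 8.2, 0.02% Tween-20), compounds pinned in, then 1 mM L-glutamine solution and the glutamate oxidase–HRP–Amplex Red mix added; fluorescence read immediately and again after 30 min at room temperature.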
PI4K2A inh = blocks human PI4K2A kinase activity. activity change, negative = inhibition, % at 76.9 µM. hit rate 0.13% among 420,000. Q9BTU6. purified PI4K2A, ADP-Glo luminescence, 1 h; active compounds read low. AID 1346378; in the data active = activity change below about -50%; inconclusive = mostly about -30% to -49%;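 also: -100% = wells without enzyme as full effect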
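In this quantitative HTS, ADP production by PI4K2A was quantified luminescently after 1 h at ambient temperature; 100 microM adenosine served as plate-quality control.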
* marks the source's active call; other numbers are inactive results; i = inactive; ? = inconclusive; / = not tested or not shown; [ ] = dose if it differs, or a comment. Unless noted, calls follow the shape of the dose curve; as a rule, active = well fitted curve in the direction sought with a large enough effect; inconclusive = small, poorly fitted or top-dose-only effect, or another doubt; inactive = no such curve, though single readings can be large; an effect the other way counts as inactive or inconclusive. Outcome played no part in choosing rows. Share with any hit: about 11%.

SMILES	ERG-DNA inh	Pin1 inh	G9a inh	PGK inhibitor	HP1b chromo inh	BAZ2B block	JMJD2A Tudor inh	GLS inh	PI4K2A inh
COc1ccc2c(c1)C(SCC(=O)NCCc1ccccc1)CC(C)(C)O2 (stereo not drawn)	7%	?	?	-1%	7%	-9%	-18%	1%	1
Cc1ccc(N2CCN(CC(O)COc3cccc(C)c3)CC2)cc1 (stereo not drawn)	-5%	2%	?	-3%	17%	-38%	-34%	13%	1
O=C(c1ccccc1)N1N=C(c2ccccc2O)CC1c1ccc(Br)cc1 (stereo not drawn)	-9%	-3%	7%[2.33 µM]	i	53%[activator]	-10%	-3%	-6%	-2
O=[N+]([O-])c1ccc(-c2nnc3n2CCCCC3)cc1	4%	-8%	60%[activator]	-1%	-2%	-2%	-13%	0%	2
O=C(COC(=O)c1ccccc1F)Nc1ccc(S(=O)(=O)N2CCOCC2)cc1	9%	2%	/	-4%	12%	/	-3%	0%	3
Cc1ccc(C)c(NC(=S)NCCSc2ccc(Cl)cc2)c1	-3%	1%	2%[59 µM]	i	30%	?	-13%	0%	-3
COc1ccc(N(CC(=O)NCc2ccco2)S(C)(=O)=O)cc1Cl	5%	-13%	-46%	-5%	16%	-6%	-24%	6%	-3
CS(=O)(=O)c1ccc(C(=O)OCC(=O)NC(=O)C2COc3ccccc3O2)cc1[N+](=O)[O-] (stereo not drawn)	2%	3%	/	i	10%	/	-11%	-4%	4
CC(C)CCNC(=O)NC(=O)COC(=O)/C=C/c1cc(Br)ccc1F	4%	-3%	-10%	-3%	-9%	16%	14µM*	?	-7
Cc1cc(=O)c2ccccc2s1	/	2%	/	-6%[11.5 µM]	20%	26%	-5%	-2%	-3
Cn1cc(S(=O)(=O)NC[C@H]2O[C@@H](n3ccc(=O)[nH]c3=O)[C@H](O)[C@@H]2O)cn1	-8%	-3%	/	-1%	16%	/	-17%	2%	0
O=C(c1ccccc1)N1CCCC(C(=O)N2CCN(c3ccccc3)CC2)C1 (stereo not drawn)	-3%	7%	?	-1%	-3%	-3%	50µM*	-21%	0
CC(C)CC1Nc2ncnc(N3CCN(c4ccccc4)CC3)c2N(Cc2ccc(Cl)cc2)C1=O (stereo not drawn)	14%	46%[activator]	14%[2.33 µM]	5%	35%	-38%	?	11%	0
O=C(c1ccc(F)cc1)C1CCN(Cc2cn[nH]c2-c2ccccc2)CC1	8%	7%	/	0%	13%	-10%	-3%	-5%	-1
O=c1c2c([nH]c3ccccc13)CCCCCC2	-3%	-4%	18%[12.7 µM]	4%	25%	-5%	-1%	-4%	-2
CC(=O)Nc1ccc(N(C(=O)CNC(=O)c2ccco2)C(C(=O)NCc2ccco2)c2ccccc2)cc1 (stereo not drawn)	14%	1%	3%	-4%	22%	-1%	-18%	-12%	0
COc1ccc(NC(C)=O)cc1CP(=O)(c1ccccc1)c1ccccc1	?	1%	21%	-1%	41%[activator]	-8%	-14%	-11%	3
Cc1ccc(NC(=O)CNC(=O)c2cccs2)nc1	-11%	4%	-30%	-2%	27%	-4%	-5%	-5%	4
CC(N)c1ccc(Cl)cc1Cl (stereo not drawn)	16%	-3%	18%	-1%	5%	-5%	-25%	1%	-3
Fc1ccc(Nc2c3c(nc4nncn24)CCC3)cc1	-4%	-2%	?	/	26%	0%	-10%	8%	0

Reformatted as comma-separated lines: entries from further up
Molecule,ERG-DNA inh,Pin1 inh,G9a inh,PGK inhibitor,HP1b chromo inh,BAZ2B block,JMJD2A Tudor inh,GLS inh,PI4K2A inh
CS(=O)(=O)c1ccc(C(=O)OCC(=O)NC(=O)C2COc3ccccc3O2)cc1[N+](=O)[O-] (stereo not drawn),2%,3%,/,i,10%,/,-11%,-4%,4
CC(C)CCNC(=O)NC(=O)COC(=O)/C=C/c1cc(Br)ccc1F,4%,-3%,-10%,-3%,-9%,16%,14µM*,?,-7
Cc1cc(=O)c2ccccc2s1,/,2%,/,-6%[11.5 µM],20%,26%,-5%,-2%,-3
Cn1cc(S(=O)(=O)NC[C@H]2O[C@@H](n3ccc(=O)[nH]c3=O)[C@H](O)[C@@H]2O)cn1,-8%,-3%,/,-1%,16%,/,-17%,2%,0
O=C(c1ccccc1)N1CCCC(C(=O)N2CCN(c3ccccc3)CC2)C1 (stereo not drawn),-3%,7%,?,-1%,-3%,-3%,50µM*,-21%,0
CC(C)CC1Nc2ncnc(N3CCN(c4ccccc4)CC3)c2N(Cc2ccc(Cl)cc2)C1=O (stereo not drawn),14%,46%[activator],14%[2.33 µM],5%,35%,-38%,?,11%,0
O=C(c1ccc(F)cc1)C1CCN(Cc2cn[nH]c2-c2ccccc2)CC1,8%,7%,/,0%,13%,-10%,-3%,-5%,-1
O=c1c2c([nH]c3ccccc13)CCCCCC2,-3%,-4%,18%[12.7 µM],4%,25%,-5%,-1%,-4%,-2
CC(=O)Nc1ccc(N(C(=O)CNC(=O)c2ccco2)C(C(=O)NCc2ccco2)c2ccccc2)cc1 (stereo not drawn),14%,1%,3%,-4%,22%,-1%,-18%,-12%,0
COc1ccc(NC(C)=O)cc1CP(=O)(c1ccccc1)c1ccccc1,?,1%,21%,-1%,41%[activator],-8%,-14%,-11%,3
Cc1ccc(NC(=O)CNC(=O)c2cccs2)nc1,-11%,4%,-30%,-2%,27%,-4%,-5%,-5%,4

The listing continues.
SMILES	ERG-DNA inh	Pin1 inh	G9a inh	PGK inhibitor	HP1b chromo inh	BAZ2B block	JMJD2A Tudor inh	GLS inh	PI4K2A inh
COc1cccc(CNS(=O)(=O)c2cc3c4c(c2)CCN4C(=O)CC3)c1	1%	-1%	?	-6%	20%	7%	-3%	8%	-3
CC(Nc1nc(Nc2ccc(F)cc2)nc(SCC(N)=O)n1)c1ccccc1 (stereo not drawn)	4%	0%	21%[0.501 µM]	i	-6%	-30%	-34%	5%	-2
CCCCN(C)c1nnc(NC(=O)Nc2ccc(Br)c(C)c2)s1	1%	?	-9%[59 µM]	-1%	5%	1%	-18%	-12%	1
CN1CCN(c2ccc(Cl)cc2NC(=O)CN2C(=O)NC(C)(c3ccccc3)C2=O)CC1 (stereo not drawn)	12%	-3%	45µM*	-10%	27%	-22%	-22%	0%	2
CCN(CC)c1ccc(/C=N/n2c(C)nc3ccccc3c2=O)cc1	-1%	-1%	-41%	i	11%	-35%	-34%	10%	-1
COC(=O)c1cc(-c2ccc(F)cc2)n(-c2ccccc2)n1	-4%	?	-3%	1%	82%[activator]	-12%	-7%	2%	5
CCOC(=O)c1nn(-c2ccc(F)cc2)c2nc(CC(C)C)c(C#N)c(=O)n12	-6%	-2%	?	-6%	56%[activator]	-5%	-3%	2%	-4
Cc1ccc(S(=O)(=O)Nc2ccc(N3CCCCC3)cc2)cc1	12%	5%	22µM*	7%	?	35µM*	?	0%	4
Cc1cccc(NC(=O)NNC(=O)c2ccc(C)c([N+](=O)[O-])c2)c1	9%	2%	/	-1%	42%[activator]	1%	-4%	16%	-5
CCOC(=O)Cn1c2ccccc2n2nc(CCC(=O)O)c(=O)nc12	-5%	-3%	36%[activator][12.7 µM]	-9%	32%	-16%	11%	-10%	-3
c1ccc(N2CCN(c3ncnc4c3nc3n4CCCCC3)CC2)cc1	-6%	-2%	-2%[59 µM]	6%	1%	-28%	-29%	18%	4
Cc1ccc(S(=O)(=O)Cc2ccc(C(=O)NCCCN3CCN(C)CC3)o2)cc1	-8%	0%	-32%[12.7 µM]	-10%	23%	-2%	-9%	-6%	-1
O=C(c1ccc(F)cc1)c1c[nH]c(C(=O)NCCCN2CCOCC2)c1	-11%	-3%	10%	-10%	32%	9%	-6%	-6%	3
COc1ccc(CCNC(=O)CCNC(=O)c2ccc(Cl)cc2)cc1OC	-10%	4%	14%	1%	30%	-1%	-4%	1%	-5
COc1ccc(NC(=O)c2cccc(S(=O)(=O)N3CCCCC3)c2)c(OC)c1	2%	-7%	19%	-5%	26%	-21%	-21%	1%	2
c1ccc(-n2c3ccccc3c3ccccc32)cc1	-15%	3%	/	i	170%[activator]	156%[activator]	117%[activator]	-2%	-1
CC1CCC(NC(=O)CN(C)S(=O)(=O)c2ccc3c(c2)c(=O)n(C)c(=O)n3C)CC1 (stereo not drawn)	-6%	0%	43%	-8%	21%	0%	?	6%	-7
CCOc1ccc(NC(=O)Cn2nnc(-c3ccc(C(N)=O)cc3)n2)cc1S(=O)(=O)N1CCCC1	-6%	-2%	79µM*	-2%	6%	-7%	-23%	-5%	-6
COC(=O)c1ccc(CNC(=O)c2ccc3c(c2)S(=O)(=O)N=C2CCCCCN23)cc1	-9%	0%	?	3%	32%	-5%	-16%	9%	1
CCN(CC)CCN1C(=O)C(=O)/C(=C(/O)c2cccc(OC)c2)C1c1ccccn1 (stereo not drawn)	-11%	-13%	?	-6%	8%	?	?	1%	-17
